Screening data from PubChem BioAssay.
Dynein cargo inh – blocks dynein driven cargo transport along microtubules | 3617.4 mouse cells, GR-EGFP nuclear translocation imaging; test concentration mostly 20 µM; stimulated with dexamethasone, 1 µM; stronger effect = lower value | z-score, hits read low | 0.47% of 220,000 active | AID 1381;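 active = plate z-score of nuclear minus cytoplasmic receptor signal below a set negative limit, without overly bright fluorescence or cell loss, cut at about -3.5 in these data, passing the limit was not always enough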;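 also: z-score of nuclear minus cytoplasmic ring GR-EGFP intensity difference per well; some compounds called inactive have numbers as strong as hits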
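Also added – dexamethasone, 1.0 µM final · Buffer or medium – tet-free, stripped-serum medium · Schedule – induction 48 h, compound 1 h, agonist 30 min · Detection – formaldehyde fixation, Hoechst nuclear stain, 10x automated fluorescence imaging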
XIAP displacement – small molecules displacing peptide from XIAP – biochemical, IAP family, fluorescence polarization (AID 1018). XIAP BIR domain, fluorescence polarization peptide displacement; higher % means a stronger effect. 0.007% of 200,000 active. one-dose displacement, % at 20 µM; IC50 in µM for titrated hits; in the data active = displacement above about 50%; also: a part of the inactive calls stands beside numbers as strong as those of hits
Hep lipid drop – hepatic lipid droplet formation modulation; AML12 mouse hepatocytes, oleate lipid droplets, BODIPY imaging; inhibition, % at 6.5 µM; 0.4% of 240,000 active; AID 1656;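 active = lipid droplet intensity inhibited by at least 50%, with more than 500 cells counted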
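Assay system: AML12 mouse liver cells | Compound dosing: One dose, 6.5 µM compound | Read-out basis: Droplet intensity reduction, % inhibition | Measured by: Fluorescence imaging, 20x objective, two fields per well | Schedule: Overnight treatment with compound plus oleate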
WT yeast gro inh – growth inhibition of WT yeast, mitochondrial fusion screen; mitochondrial fusion phenotypic screen, WT strain; inhibition, % at 10 µM; 2.1% of 190,000 active; AID 1362; in the data active = inhibition above about 58%; tested in S. cerevisiae
ER stress rescue – protection against thapsigargin-triggered cell killing – 384-well, CSM14.1, ATP luminescence, primary screen (AID 1222). CSM14.1 thapsigargin-induced death rescue, ATP luminescence; higher % means a stronger effect. cellular ATP content (survival), % at 20 µM, or EC50 in µM where a hit was titrated. 190,000 tested, under 10 active;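 active = EC50 below 50 µM in the dose-response confirmation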;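 also: death triggered by thapsigargin at about 15 µM added after 2 h compound pretreatment; cell ATP read after overnight thapsigargin exposure of roughly 18 to 22 hours; normalized against plate controls of thapsigargin alone and 5% DMSO vehicle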
bCat nuc transl – alters nuclear translocation of beta-catenin in HeLa cells. immunofluorescence imaging. nuclear translocation activity, % at 5 µM. 0.3% of 190,000 active;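 active = nuclear translocation activity above 50% at 5 µM, with a well cell count of 50 or more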;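 also: per-cell ratio of nuclear to cytoplasmic median beta-catenin stain intensity; plate controls were DMSO negative control for no effect and GSK-3 inhibitor IX positive control for full effect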
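Assay system: human HeLa cells, native beta-catenin; doses: 5 µM primary, 0.02–20 µM confirmation; incubation: compound treatment 24 h, 37°C, 5% CO2; technique: fluorescence imaging of beta-catenin antibody stain plus DAPI; measure: % activation, nuclear-to-cytoplasmic median beta-catenin signal ratio per cell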
MT stabilize HCS – microtubule stabilizers in HeLa cells; HeLa tubulin immunostaining HCS, 24 h; share of cells brighter than vehicle mean+2SD; % tubulin-high responders, % at 10 µM; 0.83% of 200,000 active;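 active = plate Z-score above 3 for both tubulin-high and condensed-nucleus cell shares, with cell loss under 80%, at 10 µM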;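 also: anti alpha tubulin signal scored within the nucleus-defined area of each cell; some results filed as inactive read as strong as hits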
Insulin prom up – MIN6 insulin promoter up-regulation; 0.3% of 190,000 active; MIN6 insulin promoter-GFP reporter, high-content imaging; stronger effect = higher value; AID 1625; z-score at 5 µM;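 active = z-score above 3 at 5 µM with at least 500 cells counted in the well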
Autophagy mod – autophagy modulation, high-content screen; calls only at 10 µM (by protocol); MEF GFP-LC3 puncta imaging; test concentration mostly 10 µM; 0.98% of 190,000 active;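 active = percentage of spot-positive cells more than 3 SD above its plate mean, without a fluorescence outlier flag or 80% toxicity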;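 also: spot-positive cell cutoff set from DMSO-treated cells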
WT yeast gro inh mutant strain – second read-out of WT yeast gro inh, no call of its own (marks repeat the call); inhibition, %; mitochondrial fusion phenotypic screen, mutant strain inhibition
Dynein cargo inh cytoplasmic EGFP – second read-out of Dynein cargo inh, no call of its own (marks repeat the call); z-score; measured here: cytoplasmic GR-EGFP intensity; stronger effect = higher value
Dynein cargo inh nuclear GR-EGFP – second read-out of Dynein cargo inh, no call of its own (marks repeat the call); z-score; measured here: nuclear GR-EGFP intensity;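 lower value marks the stronger effect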
Dynein cargo inh cell count – second read-out of Dynein cargo inh, no call of its own (marks repeat the call); z-score; measured here: cell count per field
Insulin prom up cell count – further read-out of Insulin prom up, marked with its call; cell count; measured here: cytotoxicity, nuclei count;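 total cells summed across four imaged fields per well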
Hep lipid drop cells 6.5 µM – recorded beside Hep lipid drop, whose call it bears; cell count; measured here: cell count, cytotoxicity flag;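 cells counted across two imaged fields per well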
bCat nuc transl cell count 5 µM – recorded beside bCat nuc transl, whose call it bears; cell count; measured here: cell count, cytotoxicity flag
MT stabilize HCS Hoechst-high % – also measured in MT stabilize HCS; calls as there; % Hoechst-high responders; measured here: nuclear condensation Hoechst responders;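 share of cells brighter than vehicle mean plus two SD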
MT stabilize HCS cytotoxicity % – further read-out of MT stabilize HCS, marked with its call; toxicity, %; measured here: cytotoxicity by cell density;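 0% = mean cell density of plate MIN control wells and 100% = no cells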
Autophagy mod cell loss 18 h – also measured in Autophagy mod; calls as there; toxicity, %; measured here: cell loss, nuclei count;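 cell loss after 18 h compound exposure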
The depositor's hits bear a star; i = inactive; · = not tested or not shown.

Molecule	MT stabilize HCS cytotoxicity %	WT yeast gro inh mutant strain	bCat nuc transl cell count 5 µM	XIAP displacement	Insulin prom up	Dynein cargo inh nuclear GR-EGFP	Insulin prom up cell count	WT yeast gro inh	Dynein cargo inh cytoplasmic EGFP	Autophagy mod	Dynein cargo inh	Dynein cargo inh cell count	Hep lipid drop cells 6.5 µM	bCat nuc transl	MT stabilize HCS Hoechst-high %	Autophagy mod cell loss 18 h	ER stress rescue	MT stabilize HCS	Hep lipid drop
COc1ccc(Cl)cc1NC(=O)C(C)OC(=O)c1ccc(NS(=O)(=O)c2ccc3[nH]c(=O)[nH]c3c2)cc1 (stereo not drawn)	8.8	16	1095	-2.2%	-0.32	0.44	1415	-4	-0.18	i	0.23	-0.76	678	0.0	2.0	9	-2.0%	1.9	-6
Cn1c(=O)n(C)c2cc([N+](=O)[O-])c(N3CCN(S(=O)(=O)c4ccc5ccccc5c4)CC3)cc21	14	34	1113	-7.5%	-1.1	-0.28	1536	17	-0.32	i	-0.34	0.47	580	0.0	2.0	6	0.3%	3.5	1
CN(C(=O)c1ccncc1)c1nnc(-c2cccnc2)s1	4.4	-8	1168	-5.5%	1.3	-0.13	1228	-4	-0.08	i	-0.98	-0.77	761	-1.6	0.9	5	3.5%	4.1	1
Cc1ccc(C(=O)NCC(=O)O)o1	8.2	21	1066	1.1%	1.5	0.033	1703	-11	-0.36	i	0.2	-0.32	674	-0.3	1.3	8	-0.6%	5.0	1
CCCCNS(=O)(=O)c1ccc2nc(SCC(=O)N3CC(C)OC(C)C3)[nH]c2c1 (stereo not drawn)	11	8	·	-13%	0.49	-0.45	777	-1	0.14	i	-1	1.2	819	·	1.1	-7	-0.1%	1.3	0
c1cncc(CNc2ncnc3sc4c(c23)CCCC4)c1	3.6	3	1105	-11%	-0.76	0.27	1211	6	-0.29	i	0.34	-0.12	725	-0.4	1.9	12	-1.4%	3.6	4
CCn1cc(C(=O)NCc2ccc(C)o2)c2cc(OC)c(OC)cc2c1=O	8.3	-16	1409	-4.6%	0.25	-0.21	1667	-16	-0.066	i	-0.8	0.15	·	0.1	2.9	1	-0.1%	4.6	·
COc1cc(C2CC(=O)c3c(ccc4ccccc34)N2)ccc1O (stereo not drawn)	5.6	-2	1118	-1.8%	-0.16	-0.41	1469	6	-0.24	i	-0.28	-0.52	545	-1.9	2.2	0	0.7%	4.7	15
COc1ccc(C2=NN(c3nc4ccccc4s3)C(=O)/C2=C\N(C)C)cc1	4.5	-23	565	-4.6%	0.55	-0.55	1350	4	0.21	i	-0.37	-3.5	566	-2.7	5.1	-6	-1.9%	4.7	0
C/C(=N/NC(=O)c1cc(Cl)ccc1O)C12CC3CC(CC(C3)C1)C2	4.1	18	1373	-3.0%	-0.71	0.16	1637	19	-0.24	i	0.049	0.73	·	-4.8	2.1	0	1.2%	3.0	·
CC1NC(=O)N(C)[C@@H]2NC(=O)N(C)C(c3ccc([N+](=O)[O-])cc3)[C@@H]12 (stereo partly drawn)	9.7	-5	1093	-1.9%	0.45	0.33	1273	1	-0.28	i	0.01	0.063	707	-2.8	1.1	-2	0.1%	2.4	2
CC(C)N=C(Nc1ccc(Cl)cc1)c1cccnc1	3.7	-22	1332	-4.3%	0.16	-0.037	1420	-5	-0.23	i	0.85	-0.68	·	-0.4	1.9	6	0.5%	1.1	·
Cc1cc(NC(=O)COC(=O)c2cccc(O)c2)no1	7.3	-13	1079	1.7%	·	-0.32	·	-10	-0.29	i	-0.81	0.15	707	-3.2	1.4	-17	-0.7%	3.4	20
COc1ccc(/C=C/C(=O)Nc2cccc(N3CCOCC3)c2)cc1OC	2.6	-5	535	-2.8%	-1.1	-0.034	605	-8	-0.25	i	0.86	-0.27	689	-4.1	3.1	1	-2.1%	2.5	8
O=C(O)C1CSC(c2coc3ccccc3c2=O)N1 (stereo not drawn)	5.5	-7	848	-2.3%	0.26	-0.15	1212	4	-0.28	i	0.2	0.86	603	0.2	2.8	-15	5.7%	4.7	-2
Cc1ccc(N)cc1S(=O)(=O)N(C)C	5.5	5	943	-2.9%	0.35	-0.74	1416	8	-0.12	i	-1.1	-0.54	705	0.1	2.0	-10	1.5%	1.8	-13
O=C(Nc1cccc(Cl)c1)c1ccc(OC(=S)N2CCOCC2)cc1	6.8	-15	1034	-0.5%	0.1	0.25	1106	-10	-0.26	i	0.44	-0.064	721	0.5	2.0	28	-1.6%	2.1	-24
CCNc1nc(NCC)nc(N/N=C(\C)c2ccc(OC)cc2)n1	9.9	23	1204	-3.4%	-0.79	0.16	1149	-3	-0.4	i	-0.34	0.69	683	-0.5	2.5	10	-1.1%	4.5	7
COc1ccc(Cn2c(=O)c3cccnc3n(Cc3ccc([N+](=O)[O-])cc3)c2=O)cc1	6.5	-23	956	-14%	·	0.79	·	9	-0.19	i	1.5	-1	702	-3.0	4.0	-7	0.8%	2.8	1
CC(=O)c1ccc(NC(=O)C2CCN(S(=O)(=O)c3cccs3)CC2)cc1	·	·	1221	·	-0.73	0.01	1334	·	-0.29	·	-0.037	-0.14	640	-4.9	·	·	·	·	-7
C=C(C)[C@@H]1CC=C(CN2CCC(N3CCC(C(=O)N4CCCC4)CC3)CC2)CC1	4.2	12	894	-4.8%	-0.11	0.41	1255	19	-0.22	i	0.19	-0.05	711	-0.5	1.7	28	1.3%	1.7	2
CCOc1cc(N2CCOCC2)c(OCC)cc1NC(=O)Cc1ccccc1OC	6.8	22	1348	-3.7%	0.2	-0.2	1588	7	-0.2	i	-0.33	-0.092	·	-0.7	1.7	1	-0.9%	2.3	·
CCOC(=O)N1CCN(S(=O)(=O)c2ccc(C(=O)NNc3nc4c(C)cc(C)cc4s3)cc2)CC1	24	-8	521	-7.6%	-1.2	1.9	900	-11	-0.056	i	1.2	-1.7	719	-0.9	3.8	-9	-1.8%	10	0
Brc1ccc(-c2nn3c(-c4ccncc4)nnc3s2)o1	·	·	1154	-5.1%	0.07	·	926	·	·	·	·	·	·	-1.5	·	·	0.1%	·	·
CC(=O)c1c(C)[nH]c(C(=O)Nc2c(C)n(C)n(-c3ccccc3)c2=O)c1C	0.0	-13	655	-1.6%	-1.1	0.39	862	-15	-0.23	i	0.26	-0.72	·	4.3	1.3	25	-1.8%	2.4	·
Cc1ccc(/C=N/NC(=O)c2cccc(S(=O)(=O)N3CCOCC3)c2)o1	10	-1	1073	-0.3%	-0.7	-0.056	1448	-7	-0.22	i	-0.58	-0.16	677	-3.9	2.6	0	2.0%	1.5	-10
c1ccc(-c2ccccc2-c2nc(-c3ccncc3)no2)cc1	21	25	910	-3.7%	0.14	0.53	1116	-3	-0.3	i	0.54	0.57	713	1.6	3.0	-5	-1.6%	2.4	-2
Cc1ccc(NC(=O)CCc2nc3ccccc3[nH]2)cc1C	·	·	1304	·	0.02	0.83	964	·	-0.22	·	0.48	-0.86	760	-0.7	·	·	·	·	-1
COC(=O)c1ccc(S(=O)(=O)NNC(=O)COc2ccc(C)cc2)cc1	0.9	3	959	-27%	-0.15	0.52	1286	11	-0.29	i	1.2	-0.76	754	-1.0	2.4	1	-3.1%	4.5	5
O=C(/C=C/c1ccco1)NC(=S)Nc1ccccn1	9.0	2	1164	-5.5%	0.36	-0.29	861	-1	-0.053	i	-0.94	0.77	778	-0.8	1.7	16	-3.6%	1.1	-24
Nc1nc(SCCOc2ccccc2)n[nH]1	2.5	9	·	-3.6%	·	-0.56	·	7	-0.28	i	-0.78	0.48	622	·	1.4	2	·	2.6	-2
CCOC(=O)c1[nH]c2c(c1-c1ccccc1)C(=O)CC(c1ccc(OC)c(OC)c1)C2 (stereo not drawn)	8.4	-2	569	-4.8%	-0.88	1.7	1167	9	-0.067	i	0.95	-1.7	697	1.9	2.0	13	-0.5%	2.3	1
CC(=O)N1N=C(c2ccc3ccccc3c2)OC1(C)C	1.9	1	522	-4.8%	-0.19	0.23	1101	-4	-0.27	i	0.37	1	685	-2.4	6.5	-2	-3.1%	12	31
CCN(CC)S(=O)(=O)c1ccc(Cl)nc1	7.4	5	1071	-2.9%	0.15	0.03	1173	15	-0.23	i	0.27	0.43	714	0.4	2.0	10	-1.1%	2.2	0

A different layout for part of the listing above.
> Nc1nc(SCCOc2ccccc2)n[nH]1
  MT stabilize HCS cytotoxicity %: 2.5
  WT yeast gro inh mutant strain: 9
  bCat nuc transl cell count 5 µM: ·
  XIAP displacement: -3.6%
  Insulin prom up: ·
  Dynein cargo inh nuclear GR-EGFP: -0.56
  Insulin prom up cell count: ·
  WT yeast gro inh: 7
  Dynein cargo inh cytoplasmic EGFP: -0.28
  Autophagy mod: i
  Dynein cargo inh: -0.78
  Dynein cargo inh cell count: 0.48
  Hep lipid drop cells 6.5 µM: 622
  bCat nuc transl: ·
  MT stabilize HCS Hoechst-high %: 1.4
  Autophagy mod cell loss 18 h: 2
  ER stress rescue: ·
  MT stabilize HCS: 2.6
  Hep lipid drop: -2

> CC(=O)N1N=C(c2ccc3ccccc3c2)OC1(C)C
  MT stabilize HCS cytotoxicity %: 1.9
  WT yeast gro inh mutant strain: 1
  bCat nuc transl cell count 5 µM: 522
  XIAP displacement: -4.8%
  Insulin prom up: -0.19
  Dynein cargo inh nuclear GR-EGFP: 0.23
  Insulin prom up cell count: 1101
  WT yeast gro inh: -4
  Dynein cargo inh cytoplasmic EGFP: -0.27
  Autophagy mod: i
  Dynein cargo inh: 0.37
  Dynein cargo inh cell count: 1
  Hep lipid drop cells 6.5 µM: 685
  bCat nuc transl: -2.4
  MT stabilize HCS Hoechst-high %: 6.5
  Autophagy mod cell loss 18 h: -2
  ER stress rescue: -3.1%
  MT stabilize HCS: 12
  Hep lipid drop: 31
